# FBW7 act – activators of human E3 ligase FBW7. AlphaScreen FBW7–phospho-cyclin E peptide binding, activator screen. normalized activity (activation), % at 26.1 µM. 650,000 tested, 0.13% active. AID 1259310; in the data active = normalized activity above about 1.9%;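 note: purified mutant Fbw7 with reduced substrate affinity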
# Target sequence (Q969H0 whole entry, looked up): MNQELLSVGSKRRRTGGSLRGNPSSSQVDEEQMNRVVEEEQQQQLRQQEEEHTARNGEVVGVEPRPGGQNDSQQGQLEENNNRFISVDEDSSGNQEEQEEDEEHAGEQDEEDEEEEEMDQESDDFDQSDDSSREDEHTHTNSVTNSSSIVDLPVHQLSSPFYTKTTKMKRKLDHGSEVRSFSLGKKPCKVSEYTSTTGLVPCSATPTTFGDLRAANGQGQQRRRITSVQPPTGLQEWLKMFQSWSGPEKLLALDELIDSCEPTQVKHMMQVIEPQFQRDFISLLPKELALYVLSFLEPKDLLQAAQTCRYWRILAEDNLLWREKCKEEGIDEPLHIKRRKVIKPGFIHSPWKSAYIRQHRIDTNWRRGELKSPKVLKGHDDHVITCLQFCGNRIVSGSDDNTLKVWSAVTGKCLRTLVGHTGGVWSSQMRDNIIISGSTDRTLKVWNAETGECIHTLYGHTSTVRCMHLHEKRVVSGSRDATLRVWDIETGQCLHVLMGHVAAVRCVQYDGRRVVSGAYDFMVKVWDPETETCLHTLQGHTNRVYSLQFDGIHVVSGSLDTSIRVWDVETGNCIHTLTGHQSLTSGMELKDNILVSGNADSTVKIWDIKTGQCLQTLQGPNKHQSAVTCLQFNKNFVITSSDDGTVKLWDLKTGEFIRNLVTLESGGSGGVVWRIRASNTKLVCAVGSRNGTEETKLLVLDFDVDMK
# TEAD-YAP inh – TEAD-YAP interaction inhibition; 640,000 tested, 1.4% active; HEK-TIYL cells, TEAD-Gal4/YAP UAS-luciferase luminescence; inhibition, % at 9.12 µM; in the data active = inhibition above about 32%;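 note: 0% = median of test compound wells and 100% = reference inhibitor wells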
# GPR151 activ – human GPR151 activation; Q8TDV0; 650,000 tested, 1% active; activation, % at 11.2 µM; PathHunter beta-arrestin GPR151 cells, luminescence; in the data active = activation above about 4.9%;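 note: 0% = median of compound wells and 100% = cells with positive control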
# Target sequence (Q8TDV0 whole entry, looked up): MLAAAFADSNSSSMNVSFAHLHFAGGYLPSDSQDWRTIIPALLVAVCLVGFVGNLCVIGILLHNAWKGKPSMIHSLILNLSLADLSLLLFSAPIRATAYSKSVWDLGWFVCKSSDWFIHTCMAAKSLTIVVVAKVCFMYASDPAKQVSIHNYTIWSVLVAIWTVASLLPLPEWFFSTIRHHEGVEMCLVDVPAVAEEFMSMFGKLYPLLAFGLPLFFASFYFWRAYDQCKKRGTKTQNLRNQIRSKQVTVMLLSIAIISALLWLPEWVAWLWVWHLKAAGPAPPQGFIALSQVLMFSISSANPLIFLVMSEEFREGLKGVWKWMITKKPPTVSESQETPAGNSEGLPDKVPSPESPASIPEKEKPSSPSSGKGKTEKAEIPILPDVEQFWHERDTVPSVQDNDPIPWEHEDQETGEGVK
# MITF primary – blocks human microphthalmia-associated transcription factor. AlphaScreen MITF homodimerization, bead proximity signal. inhibition, % at 2.6 µM. 650,000 tested, 0.91% active. AID 1259374; in the data active = inhibition above about 50%;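 note: 0% = vehicle wells with protein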
# * hit, by the source's call; . = no result given; & = joins results of further samples.
# Every second line gives: FBW7 act | TEAD-YAP inh | GPR151 activ | MITF primary
> O=S(=O)(c1ccc(Br)cc1)N1CCN(c2cnccn2)CC1
    -0.2 | -1 | 2.3 | 9
> COc1ccc(-c2c3c(=O)n(C)c(=O)n(C)c3cn2C)cc1
    -0.1 | -5 | -2.2 | 1
> O=C(O)c1ccc(N2CCN(CCO)CC2)c([N+](=O)[O-])c1
    0.0 | -12 | 1.2 | 6
> Cc1ccc(CNC(=O)c2cnn3c(C)c(Cc4ccccc4C)c(C)nc23)cc1
    0.1 | -5 | 0.4 | -2
> NCCCCNS(=O)(=O)c1ccc2c(Cl)cccc2c1
    0.0 | . | 1.3 | 5
> CCN(CC(=O)NC(C)C)C(=O)Cc1ccc(Br)cc1
    0.0 | -2 | -0.1 | -1
> CCOc1ccc(S(=O)(=O)Nc2ccccc2CC)c2cccnc12
    0.0 | -14 | -1.3 | 1
> CCN1C(=O)/C(=C/c2cc(C)n(-c3ccc([N+](=O)[O-])cc3)c2C)NC1=S
    0.0 | 7 | 0.4 | 16
> O=C(/C=C/Nc1ccc(Oc2ccccc2)cc1)c1ccco1
    0.0 | -45 | -0.3 | -13
> CC(=O)c1cccc(-c2cncc(C(=O)Nc3ccccc3)c2)c1
    0.0 | 1 | -0.1 | 3
> CC(C)Sc1nc2c(c(=O)n1C1CCOC(C)(C)C1)C1(CCCCC1)Cc1ccccc1-2 (centres undefined)
    -0.2 | -7 | 0.5 | 4
> COc1ccc(/C(O)=C2\C(=O)C(=O)N(Cc3cccnc3)C2c2ccc(Cl)cc2)cc1 (centres undefined)
    -0.2 | 2 | -0.9 | 6
> O=C(Nc1nnc(-c2cccc([N+](=O)[O-])c2)s1)c1ccccc1I
    0.1 | -3 | 0.9 | -3
> Cc1ccc(CC(=O)c2cccnc2)cc1
    0.1 | -11 | -0.2 | -3
> CCc1ccc2nc(N3CCC(C(=O)NCc4ccccc4)CC3)sc2c1
    0.0 | -8 | -1.1 | -8
> CCOC(=O)c1c(NC(=O)COc2ccc(C)cc2)sc2c1CCC2
    0.0 | 19 | 0.5 | -16
> Cc1cccc(NC(=O)Cn2c(O)c(/C=C3\C=Nc4ccccc43)[nH]c2=O)c1
    0.0 | 6 | 0.1 | 6
> N#Cc1c2c(c(N3CCCC3)n3c1nc1ccccc13)CCCC2
    -0.1 | 4 | 0.8 | -6
> Cc1ccc(-c2csc(NC(=O)c3cc(Cl)cc(Cl)c3)n2)c(C)c1
    -0.1 | 8 | -1.6 | 75*
> Cc1nc2c(c(=O)[nH]1)CN(C(=O)Cn1c3ccccc3c(=O)c3ccccc31)CC2
    -0.1 | 1 | 1.9 | 7
> CC(=O)CCc1oc2ccc(Cl)cc2c1-c1ccc(C)o1
    0.0 | 5 | -0.9 | 6
> CCNCC(=O)Nc1cccc(OC)c1
    0.0 | 4 | 1.5 | 0
> Cc1ccc(C(=O)NC(=S)Nc2ccc(C(=O)O)cc2)cc1
    -0.1 | -33 | 0.1 | -8
> CC(=O)c1sc(NC(=O)C(C)(C)C)nc1C
    0.0 | 1 | 0.2 | 0
> CC(=O)Nc1ccc(/C=C(\C#N)C(=O)Nc2cc(C(F)(F)F)ccc2Cl)cc1
    0.0 | -6 | 0.0 | -2
> CN1CCc2c(sc3c2C(=O)NC(c2ccc(OCc4ccccc4)cc2)N3)C1 (centres undefined)
    -0.1 | -14 | -2.1 | -5
> Cc1c(Cl)cccc1N=Nc1c(C)c(C#N)c(O)n(CCO)c1=O
    -0.1 | 0 | 2.3 | 5
> CC(=O)Nc1nonc1N1C(=N)S/C(=C\c2ccc(-c3ccc([N+](=O)[O-])cc3)o2)C1=O
    0.0 | 7 | 0.5 | 5
> O=C(COc1ccccc1O)NNC(=O)c1cccnc1
    0.0 | 0 | -0.1 | 1
> O=C(Nc1ccccc1-c1nnn(CC(=O)N2CCOCC2)n1)c1cccnc1
    -0.1 | -9 | -0.3 | 2

# One compound at a time (already shown). Order of screens: FBW7 act, TEAD-YAP inh, GPR151 activ, MITF primary
# `CCOc1ccc(S(=O)(=O)Nc2ccccc2CC)c2cccnc12` in the list: 0.0, -14, -1.3, 1
# `CCNCC(=O)Nc1cccc(OC)c1` in the list: 0.0, 4, 1.5, 0

# Going on with the list.
# Every second line gives: FBW7 act | TEAD-YAP inh | GPR151 activ | MITF primary
> COC(=O)c1ccccc1NC(=O)c1ccc(Cl)c(Cl)c1
    0.0 | 12 | 5.1* | -4
> CC(=O)NCCN1C(=S)N(c2ccc(Cl)cc2)C(=O)C1CC(=O)Nc1ccccc1 (centres undefined)
    0.0 | -13 | -1.4 | -5
> CC(=O)c1cccc(NC(=O)N2CCN(c3nc4ccccc4n3C)CC2)c1
    0.0 | 4 | 0.6 | -9
> Cc1cc(NC(=O)CN2CC(=O)N3CCCC3C2=O)ccc1Br (centres undefined)
    -0.2 | 5 | -2.5 | -3
> C=CCNC(=O)C(=O)NCC1OCCCN1S(=O)(=O)c1ccc(C)cc1 (centres undefined)
    -0.1 | -2 | -0.7 | -1
> CCOC(CNC(=O)c1sc2ncn(CC(=O)Nc3cccc(C(F)(F)F)c3)c(=O)c2c1C)OCC
    0.1 | -9 | -0.6 | 10
> Cc1ccc(N(CCN2C(=O)c3cccc4c(N5CCCCC5)ccc(c34)C2=O)C(=O)C(C)(C)C)c(C)c1
    -0.1 | 8 | 2.2 | -10
> O=Cc1cc([N+](=O)[O-])ccc1OCc1ccccc1F
    -0.1 | -1 | 4.4 | 4
> O=C(c1ccccc1)N1CCN(C(=O)c2cccc(F)c2)CC1
    0.2 | 17 | 0.2 | -5
> O=C1OC(c2ccc(F)cc2)=N/C1=C\c1ccc(-c2ccc(Cl)cc2Cl)o1
    0.0 | 8 | -0.3 | 8
> COc1cc(CN2CCC(Nc3ccc4[nH]ncc4c3)C2)cc(OC)c1 (centres undefined)
    0.1 | 1 | 0.5 | 2
> CC(=O)N/N=C/c1ccc(OS(=O)(=O)c2ccccc2)cc1
    0.0 | -9 | 0.3 | 19
> COC(=O)c1c(S(=O)(=O)NC2CC2)sc2c1CCN(Cc1cc(C)ccc1C)C2
    0.2 | 12 | 2.1 | 5
> Cc1ccc(C(C)C)cc1OCCn1cncn1
    -0.1 | -8 | 1.1 | 66*
> CSc1ccc(S(=O)(=O)Nc2ccc(I)cc2)cc1
    0.1 | 12 | -1.1 | 3
> O=C1c2cccnc2C(=O)N1Cc1cccs1
    -0.3 | -3 | -0.6 | 6
> Cc1cccc(NC(=O)c2c(-c3ccccc3Cl)noc2C)c1NC(=O)c1ccccc1
    -0.1 | 9 | -0.3 | -9
> Cc1ccc(S(=O)(=O)N2CCN(S(=O)(=O)N3CCOCC3)CC2)cc1C
    0.1 | 0 | 1.4 | -15
> COc1ccc(C2CCN(Cc3nnnn3C(C)(C)C)CC2)cc1
    -0.1 | 6 | 0.1 | 20
> Cc1c(C(=O)Nc2cccc(Cl)c2)sc2ncnc(N(C)c3ccccc3)c12
    0.2 | 3 | -0.3 | 20
> CCN1CCN(CCN2C(=O)C3C(C(=O)Nc4ccc(C)cc4)C4C=CC3(O4)C2C(=O)NC2CCCCC2)CC1 (centres undefined)
    -0.1 | -2 | -0.9 | 1
> CC(O)C(=O)N/N=C/c1ccccc1O (centres undefined)
    0.5 | -23 | -0.1 | 7
> COc1ccccc1NC(=O)CSc1cn(CCNC(=O)c2ccccc2)c2ccccc12
    0.2 | -3 | -1.0 | 6
> O=[N+]([O-])c1ccc(N/N=C/C(O)C(O)C(O)CO)cc1 (centres undefined)
    0.2 | 6 | -0.9 | 12
> O=S(=O)(NCCc1ccncc1)c1ccccc1
    0.0 | 2 | 0.4 | -2
> COc1cc([N+](=O)[O-])ccc1NC(=S)N1CC(C)OC(C)C1 (centres undefined)
    -0.2 | 1 | -1.8 | 14
> COCCNC(=O)c1ccccc1NC(=O)Cc1ccccc1[N+](=O)[O-]
    0.0 | -1 | 0.0 | -6
> C/C=C(\C)CN1CCc2nnc(CNC(=O)Cc3cccc(F)c3)n2CC1
    0.6 | -8 | 0.8 | 8
> Cc1ccc(C(=O)NNC(=O)C2CCN(C(=O)c3ccc(Cl)cc3)CC2)cc1
    1.6 | -10 | 0.3 | 18
> CC(C)(C)C1CCC(=NNC(=O)C(=O)NCC2CCCO2)CC1 (centres undefined)
    0.3 | 9 | 0.0 | 13

# (further entries)
structure,FBW7 act,TEAD-YAP inh,GPR151 activ,MITF primary
Cc1cccc(OCc2nnc(SCc3nc4ccsc4c(=O)[nH]3)o2)c1,-0.1,1,0.5,4
COc1ccccc1CNC(=O)c1ccc(NC(=O)C2=C(C)OCCS2)cc1Cl,0.0,-16,1.1,-13
CN1CCN(CCCNC(=O)CCN2C(=O)COc3ccccc32)CC1,-0.1,-2,-0.4,0
Cc1cccc2cc(CN(Cc3ccco3)C(=O)C3CC3)c3nnnn3c12,0.1,-2,-0.3,7
CN(C)CCNc1ccnc2c(-c3cccc(O)c3)cnn12,-0.1,2,-1.3,-7
CC(C)(C)c1cc(CCCC(=O)Nc2ccccc2)c(C(C)(C)C)s1,0.0,-2,1.8,21
CCOC(=O)C1=C(N)Oc2c(oc(CO)cc2=O)C1c1c(F)cccc1Cl (centres undefined),-0.1,2,-1.5,16
CCOC(=O)C1=C(O)/C(=C/c2ccc3c(c2)OCO3)SC1=NC(=O)c1ccccc1,-0.2,-3,-1.7,-7
N#Cc1c(C(F)(F)F)cc(-c2cccs2)nc1SCc1ccccc1,0.3,7,-0.5,7
C/C(CC(=O)NC(C)(C)C)=N\NC(=O)c1cccc(I)c1,-0.2,-11,-1.0,-1
COc1ccc(OC)c2sc(NC(=O)C(C)(C)C)nc12,0.0,12,0.7,-7
COc1ccc(-c2cc3nc(C)c(C)c(NCC4CCCO4)n3n2)cc1 (centres undefined),0.4,-66,1.8,-21
CCCC(=O)N1CCN(c2ccc([N+](=O)[O-])cc2Cl)CC1,0.0,-5,-0.5,-38
CC(C)(C)n1nc2c(c1NC(=O)c1ccc(S(=O)(=O)N3CCOCC3)cc1)CS(=O)C2 (centres undefined),0.4,-7,0.2,1
CC(Cc1ccccc1)N=CC1=C(O)CNC1=O (centres undefined),0.1,10,-1.0,6

# Carrying on:
structure,FBW7 act,TEAD-YAP inh,GPR151 activ,MITF primary
COc1ccccc1N1C(=O)C2CC=CCC2C1=O (centres undefined),-0.1,1,-0.5,-6
O=C(N/N=C/c1ccccc1C(=O)O)c1ccccc1Br,0.0,-4,-1.2,0
CC(=O)c1ccc(N2CCN(S(=O)(=O)c3ccc(-n4cnnn4)c(C)c3)CC2)cc1,-0.1,5,-0.4,1
CCN(CC)C(=O)CN(c1ccccc1OC)S(=O)(=O)c1ccc(C)cc1,-0.1,3,-1.0,-4
O=C(CCCC[C@@H]1SC[C@@H]2NC(=O)N[C@@H]21)NCCCC[C@H](NC(=O)CCN1C(=O)C=CC1=O)C(=O)O,.,.,-2.0,124*
COc1ccc(C(=O)Nc2nnc(C34CC5CC(CC(C5)C3)C4)s2)cc1OC,0.1,6,0.2,18
COc1ccccc1/C=N/NC(=O)CSCc1cccc(Br)c1,0.3,-9,1.4,-1
O=S(=O)(c1ccc(NCC2CCCO2)nc1)N1CCCC1 (centres undefined),-0.1,-7,-1.5,-1
CCCNc1nc(Nc2ccc3ncccc3c2)nc2c1ncn2-c1ccsc1,0.1,48*,1.2,-1
COc1ccc(Cl)cc1NC(=O)c1sc2ncnc(N(C)c3ccccc3)c2c1C,-0.1,0,0.9,10
Cc1ccccc1OCCNC(=O)c1ccc2ccccc2n1,0.2,-61,-0.5,-2
COC(=O)CNC(=O)c1ccc(Cl)cc1,-0.1,-4,-0.3,-3
CCC(C)N(C(=S)Nc1ccc(F)c(Cl)c1)C1CCN(C(C)=O)CC1 (centres undefined),0.0,-2,1.2,-17
Cn1c(=O)c2[nH]c(-c3ccc(Br)cc3)c(O)c2n(C)c1=O,0.1,22,0.1,1
CCCCN(C)C(=O)c1sc2nc(C)nc(N3CCN(c4ccccn4)CC3)c2c1C,-0.1,19,1.2,-12

# (cont.)
structure,FBW7 act,TEAD-YAP inh,GPR151 activ,MITF primary
Cc1ccc(Cl)cc1NC(=O)c1ccc(NCCN2C(=O)CCC2=O)c([N+](=O)[O-])c1,-0.3,-7,-0.3,-3
c1nc(NC2CCCCC2)c2[nH]cnc2n1,-0.2,-3,-0.3,-11
COCCn1c2ccccc2n2c(=O)n(CC(=O)N3CCCC3)nc12,0.1,-8,-0.2,-7
O=S(=O)(c1ccc2ccccc2c1)N1CCC(n2nnc3cc(F)ccc32)CC1,0.0,5,-0.2,18
CCOC(=O)c1c(C)[nH]c(C(=O)NNC(=O)c2ccc(Br)cc2)c1C,-0.1,9,-0.2,-11
NCCCC(N)CC(=O)NCC1NC(=O)C(CO)NC(=O)C(N)CNC(=O)C(C2CCN=C(N)N2)NC(=O)/C(=C\NC(N)=O)NC1=O (centres undefined),0.6&0.1&-0.1,-4&2&0,-2.7&-2.3&0.1,10&-19&1
CC(C)(C)c1ccc(C(=O)NNC(=O)c2ccccc2Br)cc1,-0.1,-29,2.4,-3
COc1cc(/C=C/C(=O)NCCSc2c[nH]c3ccccc23)cc(OC)c1OC,1.0,-5,0.3,15
NC(=O)Cn1c(=O)n(Cc2ccc(F)cc2)c(=O)c2cccnc21,-0.1,-8,-0.2,-7
COCCOC(=O)C1=C(C)NC(=O)NC1c1cccc(Cl)c1 (centres undefined),-0.1,-2,0.5,3
O=C(COCc1nc2ccccc2c(=O)[nH]1)NC12CC3CC(CC(C3)C1)C2,1.2,9,-1.0,15
O=C(c1coc(=O)c2ccccc12)N1CCN(c2ccccc2F)CC1,0.1,8,0.6,-3
O=C(CCN1CCN(Cc2ccccc2)CC1)Nc1ccc(OC(F)(F)F)cc1,0.0,6,-0.9,15

# High-throughput results from PubChem.
